# Compound activity: PubChem, several laboratories
# Insulin prom up: MIN6 insulin promoter up-regulation; MIN6 insulin promoter-GFP reporter, high-content imaging; hits give high values; z-score at 5 µM; hit rate 0.3% among 190,000; AID 1625;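 active means z-score above 3 at 5 µM with at least 500 cells counted in the well; inconclusive means wells under 500 cells, flagged as cytotoxic or low count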
# Yfh1-depleted yeast: enhancers of respiration in Yfh1-depleted yeast, dose response, Friedreich's ataxia, plus single-dose screen (AID 1465) | S. cerevisiae Yfh1-off respiration, WST-1 reduction, 72 h; higher fold induction means a stronger effect | fold induction at 50 µM, or EC50 in µM where a hit was titrated | hit rate 0.074% among 220,000;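 active means fold induction of absorbance versus untreated yeast above a set limit, then at least 30% activation at any dose in follow-up; inconclusive means repeats straddling the limit, or above it without dose testing; inactive means fold induction below the set limit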;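 further: activators that raise dye reduction in frataxin-depleted yeast; strong numbers were not always called active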
# WT yeast gro inh: growth inhibition of WT yeast, mitochondrial fusion screen; mitochondrial fusion phenotypic screen, WT strain; inhibition, % at 10 µM; hit rate 2.1% among 190,000; AID 1362; in the data active means inhibition above about 58%; tested in S. cerevisiae
# AID2073: inhibitors of Mint1-CaV2.2 protein interaction, biochemical, HTRF (AID 2073) | HTRF protein-protein interaction, Mint1-CaV2.2; higher % means a stronger effect | inhibition, % at 20 µM, or IC50 in µM where a hit was titrated | hit rate 0.19% among 290,000; in the data active means inhibition mostly above about 51%, no sharp cut-off; inconclusive means no clear call, values can overlap the other calls; inactive means mostly below about 53%; further: some results filed as inactive read as strong as hits
# b-catenin transl: modulators of beta-catenin nuclear translocation; HeLa beta-catenin nuclear translocation, immunofluorescence imaging; hit rate 0.3% among 190,000; nuclear translocation activity, % at 5 µM;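 active means nuclear translocation activity above 50% at 5 µM, with a well cell count of 50 or more; inconclusive means wells under 50 cells across six images, flagged as toxic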;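 further: per-cell ratio of nuclear to cytoplasmic median beta-catenin stain intensity; plate controls were DMSO negative control for no effect and GSK-3 inhibitor IX positive control for full effect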
#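 System: HeLa cells, endogenous beta-catenin; compound dosing: 5 µM primary single dose, 0.1% DMSO, 0.02–20 µM confirmation series; incubation: 24 h compound exposure at 37°C, 5% CO2; signal: beta-catenin immunofluorescence imaging with DAPI; evaluation: % activation, nuclear-to-cytoplasmic median beta-catenin signal ratio per cell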
# Dynein transport: dynein cargo transport inhibition | hit rate 0.47% among 220,000 | 3617.4 mouse cells, GR-EGFP nuclear translocation imaging; test concentration mostly 20 µM; stimulated with dexamethasone, 1 µM; hits give low values | z-score, hits read low;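 active means plate z-score of nuclear minus cytoplasmic receptor signal below a set negative limit, without overly bright fluorescence or cell loss, cut at about -3.5 in these data, passing the limit was not always enough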;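 further: z-score of nuclear minus cytoplasmic ring GR-EGFP intensity difference per well; some compounds called inactive have numbers as strong as hits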
#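 Buffer or medium: tet-free, stripped-serum medium; Also added: dexamethasone, 1.0 µM final; Technique: high-content fluorescence imaging after fixation; Times: 48 h induction, 1 h compound, 30 min dex at 37 °C; Read-out: per-cell GR-EGFP intensity, nucleus versus surrounding cytoplasmic ring, well-averaged.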
# Autophagy mod: alters autophagy in cells; hit rate 0.98% among 190,000; calls only at 10 µM (by protocol); MEF GFP-LC3 puncta imaging; test concentration mostly 10 µM;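 active means percentage of spot-positive cells more than 3 SD above its plate mean, without a fluorescence outlier flag or 80% toxicity; inconclusive means no clear call, values can overlap the other calls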;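 further: spot-positive cell cutoff set from DMSO-treated cells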
# HIV fusion peptide: cell-free HIV fusion peptide-binding blockers – biochemical, uHTS, fluorescence dequenching, primary screen (AID 1986); cell-free peptide binding, fluorescence dequenching, 30 min; higher % means a stronger effect; one-dose inhibition, % at 20 µM; IC50 in µM for titrated hits; hit rate 0.3% among 290,000; in the data active means inhibition mostly above about 52%, no sharp cut-off; inactive means mostly below about 76%; further: some results filed as inactive read as strong as hits
# MT stabilize HCS: microtubule stabilizers in HeLa cells; HeLa tubulin immunostaining HCS, 24 h; share of cells brighter than vehicle mean+2SD; % tubulin-high responders, % at 10 µM; hit rate 0.83% among 200,000;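 active means plate Z-score above 3 for both tubulin-high and condensed-nucleus cell shares, with cell loss under 80%, at 10 µM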;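 further: anti alpha tubulin signal scored within the nucleus-defined area of each cell; some results filed as inactive read as strong as hits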
# WT yeast gro inh mutant strain: recorded beside WT yeast gro inh, whose call it bears; inhibition, %; mitochondrial fusion phenotypic screen, mutant strain inhibition
# Dynein transport cytoplasmic EGFP: recorded beside Dynein transport, whose call it bears; z-score; measured here: cytoplasmic GR-EGFP intensity; hits give high values
# Dynein transport nuclear GR-EGFP: recorded beside Dynein transport, whose call it bears; z-score; measured here: nuclear GR-EGFP intensity;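 lower value marks the stronger effect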
# Dynein transport cell count: also measured in Dynein transport; calls as there; z-score; measured here: cell count per field
# Insulin prom up cell count: also measured in Insulin prom up; calls as there; cell count; measured here: cytotoxicity, nuclei count;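 total cells summed across four imaged fields per well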
# b-catenin transl cell count 5 µM: also measured in b-catenin transl; calls as there; cell count; measured here: cell count, cytotoxicity flag
# MT stabilize HCS Hoechst-high %: recorded beside MT stabilize HCS, whose call it bears; % Hoechst-high responders; measured here: nuclear condensation Hoechst responders;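 share of cells brighter than vehicle mean plus two SD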
# MT stabilize HCS cytotoxicity %: further read-out of MT stabilize HCS, marked with its call; toxicity, %; measured here: cytotoxicity by cell density;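 0% = mean cell density of plate MIN control wells and 100% = no cells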
# Autophagy mod cell loss 18 h: second read-out of Autophagy mod, no call of its own (marks repeat the call); toxicity, %; measured here: cell loss, nuclei count;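 cell loss after 18 h compound exposure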
# Starred values were filed as active, the others as inactive; i = inactive; ? = inconclusive; · = no result given.
SMILES,Insulin prom up,Insulin prom up cell count,Yfh1-depleted yeast,WT yeast gro inh,WT yeast gro inh mutant strain,AID2073,b-catenin transl,b-catenin transl cell count 5 µM,Dynein transport,Dynein transport cytoplasmic EGFP,Dynein transport nuclear GR-EGFP,Dynein transport cell count,Autophagy mod,Autophagy mod cell loss 18 h,HIV fusion peptide,MT stabilize HCS,MT stabilize HCS Hoechst-high %,MT stabilize HCS cytotoxicity %
CCN1C(=O)C(CC(=O)Nc2ccc(Cl)cc2)N(NC(=O)c2ccncc2)C1=S (stereo not drawn),·,·,i,·,·,-5.3%,0.2,1297,0.911,-0.234,0.448,-0.733,·,·,-0.4%,·,·,·
CCCCSc1ccc2nc(-c3ccc(C#N)cc3)cn2c1,-0.93,1361,i,47.8,32.6,17.5%,-1.0,1410,2.69,-0.145,2.09,-1.46,i,18.0,0.5%,1.3,2.2,12.9
Cn1cc(C(=O)C(F)(F)F)c2ccccc21,-0.14,1223,i,1.9,7.8,-38.6%,0.0,1424,-0.335,-0.228,-0.327,1.32,i,9.7,-1.4%,1.2,0.6,8.4
CC(=O)NC(NC(C)=O)c1ccc(Br)cc1,0.72,1580,i,-14.7,5.9,4.6%,-0.2,1315,0.0975,-0.349,0.119,-0.0947,i,-5.6,1.3%,5.0,3.5,8.4
CCOC(=O)N1CCN(C(=S)NC2CCCCC2)CC1,·,·,i,-10.3,-10.1,-17.6%,-1.2,811,-0.00786,-0.255,-0.124,0.0466,i,-1.6,-1.3%,2.5,1.8,8.7
COc1cccc(C2CC(c3ccc(F)cc3)Nc3nc(N)nn32)c1 (stereo not drawn),-0.36,1832,i,-0.8,5.1,-6.4%,-2.4,1122,1.57,0.126,1.4,-1.26,·,·,-0.7%,2.5,2.7,7.8
Cc1cc(=O)[nH]c(SCC(=O)Nc2cccc3ccccc23)c1C#N,0.19,795,i,41.0,31.0,5.3%,0.8,1031,1.86,0.114,2.19,-2.02,i,-9.0,4.1%,2.4,1.6,4.6
C=CCN1C(=O)C(CC(=O)O)SC1=Nc1ccc(N=Nc2ccccc2)cc1 (stereo not drawn),·,·,i,1.8,-5.5,20.0%,-0.5,1164,-0.757,-0.261,-0.167,0.332,i,-32.5,8.3%,2.8,2.9,10.6
O=C(CSc1nc2ccccc2c(=O)n1-c1ccccc1)N1CCCC1,0.65,899,i,1.7,-94.6,-29.3%,-0.1,1029,-0.919,-0.25,-0.245,0.273,i,-4.6,-1.4%,2.4,1.6,6.0
Cc1cccc2cc(C#N)c(NCCNS(=O)(=O)c3ccccc3)nc12,·,·,i,3.5,2.3,-0.8%,-0.4,1511,-0.572,-0.356,-0.252,1.32,i,7.2,-1.1%,2.5,1.8,2.8
Cc1cc(C)nc(N2CCC(C(=O)NNC(=O)c3ccc(Cl)cc3)CC2)n1,-0.23,957,i,·,·,-8.3%,0.8,1360,-0.573,1.05,0.719,0.156,·,·,1.1%,·,·,·
Nc1nnc(-c2ccco2)s1,1.54,642,i,-3.0,7.6,-5.2%,0.1,1105,1.8,-0.103,1.19,-0.473,i,5.5,5.0%,8.6,1.6,8.0
COC(=O)c1ccc(C)c(N(CCO)CCO)c1,·,·,i,13.4,7.6,-2.5%,-2.5,1160,-0.265,-0.225,0.109,0.418,i,13.9,1.0%,2.4,3.9,9.5
O=C(C1=NN[C@@H]2C(=O)N(c3ccccc3C(F)(F)F)C(=O)[C@H]12)c1ccc2ccccc2n1,-0.3,1377,i,14.3,-1.4,1.4%,-1.1,1101,-1.15,-0.341,-0.877,2.21,i,23.7,0.6%,4.6,1.9,4.8
Cc1cc2oc3c(c(=O)c2cc1C)C(c1cccc(Br)c1)N(Cc1ccco1)C3=O (stereo not drawn),-1.15,1154,?,18.6,-7.5,8.5%,-8.3,1040,0.101,-0.194,-0.57,-0.439,i,-2.0,0.3%,10.2,9.1,8.6
CC(C)OCC(O)CN1CCN(C(c2ccccc2)c2ccccc2)CC1 (stereo not drawn),·,·,i,11.0,4.0,13.0%,0.5,1542,0.771,-0.21,0.282,-0.0592,i,-0.3,0.2%,2.1,2.6,3.8
COC(=O)c1ccccc1NC(=O)CSc1nc(N)cc(N)n1,0.45,940,i,11.5,4.9,24.2%,·,·,0.417,-0.124,0.509,0.124,i,-4.9,-0.2%,2.2,3.2,7.7
CCCCNC(=O)CCC(=O)Nc1ccc2nc(N3CCC(C)CC3)cc(C)c2c1,-1.16,1255,i,-4.5,15.3,16.5%,-0.6,1139,-0.11,0.751,-0.382,0.535,i,3.0,1.9%,2.4,2.4,7.5
COc1ccc(C(=O)Nc2ccc3cn[nH]c3c2)c(OC)c1,-0.46,1238,i,13.0,-32.9,2.1%,1.9,811,0.677,-0.128,0.248,-1.19,i,-8.2,0.0%,6.6,2.6,9.3
CCN(C(=O)COC(=O)c1cc(S(=O)(=O)Nc2c(C)n(C)n(-c3ccccc3)c2=O)ccc1Cl)C1CCCCC1,-0.18,1694,i,-8.6,-6.0,26.1%,1.3,910,-0.67,-0.195,-0.723,0.558,i,16.4,0.4%,1.4,2.9,11.3
CCn1c(=O)cc(OCC(=O)Nc2cccnc2)c2ccccc21,0.01,1242,i,3.7,0.2,3.4%,1.9,1389,0.194,-0.2,0.389,-0.267,i,-4.1,-3.0%,5.4,3.2,6.7
CC1=N/C(=C/c2ccco2)C(=O)O1,·,·,i,-9.8,14.2,35.9%,-1.4,1079,0.861,-0.298,0.293,0.1,i,1.1,41.7%,3.7,2.0,18.8
N/C(=N\OC(=O)Nc1ccccc1)c1ccno1,0.33,969,i,·,·,6.1%,1.0,1328,-0.694,-0.272,-0.0428,0.757,·,·,-0.7%,·,·,·
Clc1ccccc1OCc1nc(-c2ccc(Br)o2)no1,0.95,864,i,15.1,30.4,9.4%,·,·,-0.035,-0.0649,0.292,-0.575,i,7.0,-1.8%,3.6,3.7,5.2
COc1ccc(NC(=O)Cn2nnc(C(=O)Nc3ccccc3C)c2N)cc1,0.04,1205,·,-5.8,-20.5,25.1%,-1.3,1127,0.9,-0.0141,0.507,-0.919,i,0.6,-1.2%,2.3,2.8,11.4
O=C(c1ccccc1)N(CCN1CCOCC1)C1(C(=O)Nc2ccccc2)CCCCC1,0.08,1220,i,-5.0,4.2,0.5%,-1.8,1006,0.766,0.788,1.41,-1.04,i,12.4,0.0%,5.3,1.1,8.9
O=C(COc1cccnc1[N+](=O)[O-])Nc1cccc(S(=O)(=O)N2CCCCC2)c1,0.56,1429,i,4.3,3.0,-4.2%,-3.3,1071,-0.0908,-0.249,-0.152,-0.0101,i,0.8,0.1%,3.5,3.2,5.2
CCN1CCN(C(=O)/C=C\C(=O)O)CC1,0.15,884,i,-5.4,-6.1,2.5%,·,·,0.939,0.591,0.558,-0.839,i,-3.0,2.3%,1.8,1.2,4.4
Cc1cccc(-n2c(C)cc(C=C3C(=O)c4ccccc4C3=O)c2C)c1,2.85,1215,·,9.8,-0.8,-7.2%,-3.1,897,1.71,1.02,0.658,-1.58,i,5.8,16.3%,0.8,1.4,2.5
Cc1ccc(-c2nc3ccccn3c2Nc2ccccc2)o1,-0.31,1484,i,12.4,1.6,-17.4%,1.2,982,-0.361,-0.222,0.689,0.608,i,14.6,-3.1%,2.5,3.3,6.9
Cc1ccc(NC(=O)COc2cccnc2[N+](=O)[O-])cc1S(=O)(=O)N1CCCCC1,-1.11,1370,i,-13.0,-0.3,10.1%,0.2,1097,0.607,-0.217,0.107,0.0799,i,-6.3,0.1%,4.5,2.0,9.2
O=C(CCS(=O)(=O)c1ccccc1)NC12CC3CC(CC(C3)C1)C2,-1.32,931,i,7.4,9.1,-0.2%,·,·,-0.679,0.536,-0.0423,0.0921,i,3.5,-1.6%,1.3,1.1,7.7
CCc1cc2c(=O)[nH]c(-c3ccccn3)nc2s1,-2.35,573,i,47.0,50.5,0.6%,·,·,-0.0968,-0.257,-0.359,0.206,i,21.9,-1.0%,3.9,3.5,1.1
C=CCOc1ccccc1/C=N/NC(=O)c1ccc(Cl)cc1Cl,0.81,1253,i,14.2,-1.0,-2.3%,-4.0,576,0.486,-0.224,0.442,-0.271,i,10.6,-1.8%,2.7,1.9,2.9
C=CCn1c(SCCOc2ccc(OC)cc2)nnc1C(C)NC(=O)Cc1ccc(OC)cc1 (stereo not drawn),4.23*,755*,i,-11.0,2.6,-3.7%,·,·,0.908,-0.112,0.543,-0.395,i,14.0,-3.1%,2.0,2.5,9.1
O=C(CSc1ccccc1Cl)c1ccco1,0.29,1292,i,7.6,16.4,-2.2%,1.0,1118,0.382,-0.281,0.25,-0.417,i,22.3,0.2%,6.1,3.3,3.6
COc1cccc(CC2(CO)CCCN(Cc3cn[nH]c3-c3ccccc3)C2)c1 (stereo not drawn),1.77,1583,i,0.0,9.1,-9.8%,-0.9,1061,-0.156,-0.195,0.0874,0.115,i,-0.3,0.8%,2.1,2.7,5.8
Cn1c(-c2ccccc2)cnc1NCc1cc2c(cc1[N+](=O)[O-])OCO2,-0.19,1224,i,-14.0,-3.7,26.4%,·,·,0.0393,-0.282,-0.0986,0.692,i,-3.4,13.2%,4.7,2.6,15.3
O=C(Nc1ccc(N2CCOCC2)cc1)c1cccc(S(=O)(=O)N2CCC(Cc3ccccc3)CC2)c1,·,·,i,-10.4,-16.1,12.7%,·,·,0.542,-0.257,0.101,0.0253,i,2.7,1.3%,2.7,2.9,0.4

# Compounds as they come; any-hit rate near 4.2%.
